CXCR6 block – inhibitors of human CXCR6 receptor; O00574; CHO-K1 PathHunter CXCR6 beta-arrestin, luminescence; inhibition, % at 20 µM; 0.36% of 360,000 active; AID 602244; in the data active = inhibition above about 34%, passing the limit was not always enough;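 also: antagonist mode with CXCL16 agonist at 10 nM final; 0% = 10 nM CXCL16 with DMSO and 100% = unstimulated wells without agonist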
UBC13 polyUb – human UBC13 polyubiquitination inhibition. P61088. UBC13 polyubiquitin chain formation, TR-FRET. inhibition, % at 20 µM. 0.47% of 330,000 active; in the data active = inhibition above about 45%, passing the limit was not always enough
Target sequence (P61088 whole entry, looked up): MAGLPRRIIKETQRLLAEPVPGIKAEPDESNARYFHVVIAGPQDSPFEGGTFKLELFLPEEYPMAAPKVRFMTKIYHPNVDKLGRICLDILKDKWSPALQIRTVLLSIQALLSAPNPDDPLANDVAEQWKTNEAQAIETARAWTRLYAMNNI
CCR6 antag – CCR6 (human) receptor antagonism. CHO-K1 CCR6 PathHunter beta-arrestin, luminescence, CCL20-stimulated. inhibition, % at 20 µM. 0.49% of 340,000 active. AID 493098. P51684;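 active = compounds whose inhibition of the agonist-driven luminescence signal at 20 µM reaches about 50%, limit read from the data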;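 also: cells stimulated with CCL20 at 14 nM final; plate controls were DMSO with CCL20 for no effect and DMSO without agonist for full effect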
EBI2 block – blocks human EBI2 receptor beta-arrestin signaling | EBI2 beta-arrestin recruitment, luminescence, 7a,25-OHC stimulated | 0.81% of 360,000 active | inhibition, % at 5 µM | P32249; in the data active = inhibition above about 38%;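 also: enzyme fragment complementation signal reports receptor beta-arrestin coupling in cells; 0% = agonist plus DMSO wells and 100% = wells without agonist; some results beyond the cut were filed as inactive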
Target sequence (P32249 whole entry, looked up, the tested form may be a part): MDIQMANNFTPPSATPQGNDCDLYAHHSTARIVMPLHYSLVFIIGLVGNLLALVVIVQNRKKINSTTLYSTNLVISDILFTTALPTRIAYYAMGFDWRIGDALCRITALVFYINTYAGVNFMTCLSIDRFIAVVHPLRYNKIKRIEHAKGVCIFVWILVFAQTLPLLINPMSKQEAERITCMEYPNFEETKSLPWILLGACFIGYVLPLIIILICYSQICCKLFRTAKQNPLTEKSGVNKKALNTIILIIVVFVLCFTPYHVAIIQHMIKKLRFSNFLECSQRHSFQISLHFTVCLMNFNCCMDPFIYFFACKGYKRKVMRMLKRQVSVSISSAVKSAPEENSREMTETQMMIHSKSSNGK
Jurkat NFkB inh – lowers PMA/ionomycin-induced NF-kB signal in Jurkat cells | PMA/ionomycin-induced NF-kB luciferase reporter, luminescence | inhibition, % at 4 µM | 0.53% of 330,000 active | AID 435003; in the data active = inhibition above about 50%
Gli-Sufu block – antagonists of Gli-Sufu signaling; Sufu-KO-LIGHT fibroblasts, Gli luciferase reporter luminescence; inhibition, % at 5 µM; 0.74% of 340,000 active;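 active = inhibition above about 55%, limit read from the data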;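 also: 0% = DMSO-treated cells and 100% = wells with medium but no cells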
APJ antag – APJ receptor antagonism; CHO-K1 APJ beta-arrestin complementation, luminescence; inhibition, % at 20 µM; 0.32% of 330,000 active; AID 2521;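 active = inhibition above about 40% at 20 µM, limit read from the data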;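 also: cells challenged with 10 nM apelin-13 agonist together with compound; plate controls were apelin-13 plus DMSO wells for no effect and DMSO wells lacking apelin-13 for full effect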
Target sequence (P35414 whole entry, looked up): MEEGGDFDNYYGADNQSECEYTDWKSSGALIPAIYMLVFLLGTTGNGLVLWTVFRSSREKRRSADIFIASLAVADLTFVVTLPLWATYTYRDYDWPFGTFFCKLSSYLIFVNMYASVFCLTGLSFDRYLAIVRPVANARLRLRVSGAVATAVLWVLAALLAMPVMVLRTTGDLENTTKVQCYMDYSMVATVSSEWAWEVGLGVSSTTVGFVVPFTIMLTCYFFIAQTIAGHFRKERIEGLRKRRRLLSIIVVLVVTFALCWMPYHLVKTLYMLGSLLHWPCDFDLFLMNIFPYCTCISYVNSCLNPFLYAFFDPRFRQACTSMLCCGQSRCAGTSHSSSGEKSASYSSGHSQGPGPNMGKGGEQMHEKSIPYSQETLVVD
697 NFkB inh – lowers PMA/ionomycin-induced NF-kB signal in 697 B cells. 697 B-cell NF-kB luciferase reporter, 16 h. inhibition, % at 4 µM. 0.33% of 330,000 active. AID 435022; in the data active = inhibition above about 35%
* marks the source's active call; other numbers are inactive results; . = not tested or not shown.

SMILES | CXCR6 block | UBC13 polyUb | CCR6 antag | EBI2 block | Jurkat NFkB inh | Gli-Sufu block | APJ antag | 697 NFkB inh
O=[N+]([O-])c1ccc(N2CCc3ccccc3C2)cc1 | 13 | -6 | 10 | -4 | -17 | 9 | 26 | 1
CCOCC(=O)Nc1ccccc1C(=O)OCC | 4 | 2 | 33 | -3 | 11 | -1 | -11 | 13
CN(Cc1ccccn1)Cc1nc(-c2ccc(Cl)cc2)no1 | -5 | -15 | 11 | 5 | -5 | -3 | -6 | -12
O=C(NCc1ccccc1)c1cc[n+](Cc2ccccc2)cc1 | -7 | -18 | 1 | -5 | -19 | -11 | 5 | -4
Cc1c(Nc2nc3ccccc3nc2NS(=O)(=O)c2cccc(Cl)c2)c(=O)n(-c2ccccc2)n1C | -3 | -18 | 12 | -2 | -6 | 0 | -12 | -26
COc1cc(/C=C(\C#N)C(=O)c2ccc(O)c(O)c2)cc(I)c1O | 33 | -206 | 57* | 10 | 13 | -3 | 42* | -11
CC12C=CC(=O)C=C1CCC1C2C(=O)C[C@@]2(C)C1CCC2(O)C(=O)CO (stereo partly specified) | -2 | 4 | -1 | -3 | 7 | 2 | -3 | 17
CC[C@@H]1C/C=C\Cc2ccccc2[C@H](C(=O)C[C@@H](O)CC(C)=O)OC1=O | -11 | -9 | 8 | -8 | -29 | 6 | 1 | -168
O=C(NCCO)c1cc2c([nH]c3ccccc32)c(-c2ccc(F)cc2)n1 | -2 | -1 | 8 | 6 | 6 | -26 | 9 | 6
CCOc1ccc(OCC)c(NC(=O)C2CCN(S(=O)(=O)c3c(C)[nH]c(=O)[nH]c3=O)CC2)c1 | -2 | 4 | 15 | -7 | 15 | -6 | -31 | 2
COCCn1nnnc1C(C(C)C)N(Cc1cccnc1)Cc1ccccc1Cl (stereo unspecified) | 6 | -6 | 4 | 8 | -25 | 6 | -23 | -110
Cc1cc(OCC(=O)N2CCC(O)CC2)c2c(C)cc(=O)oc2c1 | 8 | 11 | 24 | -5 | 0 | -23 | 13 | -7
CCCCOC(=O)Cn1c(=O)n(CC(=O)OCCCC)c2cc(C)ccc21 | 10 | -3 | 12 | 33 | -3 | 0 | -6 | 11
COCCN(CC(=O)Nc1cccc(C)c1C)C(=O)c1cc2c(s1)CCC2 | 4 | -6 | 16 | 9 | 7 | 4 | 13 | 21
Cc1ccc(C(=O)Nc2ccc(Nc3ccccc3)cc2)c(Cl)c1 | 13 | 4 | 9 | 14 | -18 | 6 | -3 | -13
COc1ccc(CN2C(=O)c3ccccc3C(/C=N/OCc3ccc(Cl)cc3)C2=O)cc1 (stereo unspecified) | 10 | -12 | -2 | -13 | -1 | 2 | 15 | 3
COc1ccc(NS(=O)(=O)c2cc(NC(=O)[C@@H](NC(N)=O)C(C)C)ccc2C)cc1 | -8 | -4 | 11 | 3 | -9 | -18 | -17 | 18
COc1ccc(-c2noc(CCC(=O)NCCCN3CCN(c4ccccc4F)CC3)n2)cc1 | 4 | 8 | -5 | -4 | 12 | -9 | 7 | 13
COCCCNC(=O)Nc1ccc(F)cc1F | -10 | 6 | -8 | 5 | 5 | 5 | 9 | 10
FC(F)(F)c1cccc(Sc2nc(-c3ccccc3)nnc2C(F)(F)F)c1 | 46* | -8 | 46 | 16 | -7 | 0 | 43* | 24
CS(=O)(=O)N1CCC(C(=O)Nc2cc(Cl)cc(Cl)c2)CC1 | 4 | 8 | -1 | -11 | -2 | 1 | 6 | 17
CC1N/C(=C\C(=O)c2ccccc2)N(O)C1(C)C (stereo unspecified) | -13 | 0 | 1 | -9 | -58 | -19 | 2 | -53
CC(=O)Nc1cccc(NC(=O)CS(=O)(=O)c2cn(CC(=O)N3CCCC3)c3ccccc23)c1 | 4 | -4 | 9 | 3 | 5 | 1 | 1 | 7
O=C(O)CC(CC(=O)N1CCOCC1)c1ccccc1 (stereo unspecified) | -4 | -1 | -6 | -5 | 20 | 3 | -9 | 8
N#CCC(=O)Nc1ccc(C(=O)NCCc2c[nH]c3ccccc23)cc1 | 0 | 6 | -11 | 1 | -3 | -3 | 3 | -3
CCOc1ccccc1NC(=O)CC1SC(=N)N(c2ccccc2)C1=O (stereo unspecified) | . | 1 | . | . | 10 | . | -4 | 17
O=C(COC(=O)CNC(=O)c1ccco1)NCCN1C(=O)CSC1=O | -2 | -2 | 8 | 5 | -6 | 6 | -6 | -5
Cc1ccccc1NC(=S)N(CCCN1CCCCC1)Cc1ccco1 | 4 | 4 | -2 | -3 | 8 | 7 | 19 | 16
CC(C)Nc1nc(-c2cccnc2)nc(-c2ccc(Cl)cc2)c1C#N | 6 | 5 | 16 | 15 | 13 | -4 | 2 | 1
Nc1nc(NCC(=O)O)nc(NC2CCCCC2)c1[N+](=O)[O-] | -2 | -2 | -2 | -4 | 10 | 5 | 1 | 15
CC1CCN(S(=O)(=O)c2ccc(N=NC3=C(O)CC(C)(C)CC3=O)cc2)CC1 | 12 | -7 | 32 | -10 | 6 | -9 | 7 | 10
Cc1ccc(S(=O)(=O)NN=Cc2cc(Cl)ccc2O)cc1 | -4 | . | 0 | -6 | . | -39 | . | .
Cc1ccc(C)c(OCCCCn2ccnc2)c1 | 5 | -4 | 5 | -22 | 8 | 1 | -3 | -10
O=C(CCc1ccc(O)cc1)c1c(O)cc(O)cc1O | -4 | 4 | 14 | 1 | -2 | -7 | -47 | -10
Cc1oc2cc3oc(=O)c(CCC(=O)NCCCn4ccnc4)c(C)c3cc2c1C | -5 | 20 | 1 | 6 | 2 | 9 | -40 | 16
Cc1csc(NC(=O)c2cnccn2)n1 | -5 | -16 | 9 | -1 | -23 | -15 | 4 | -10
COCc1nc2oc3ccccc3c(=O)c2cc1C(=O)OC | 4 | 2 | 9 | -7 | -52 | -37 | 20 | -42
CC(C)CSc1ncc(-c2cccc(C(F)(F)F)c2)cn1 | 7 | 1 | 18 | 15 | -20 | -3 | -11 | 7
Cc1cnc(C(=O)OCc2ccc(C#N)cc2)cn1 | 3 | 0 | 8 | -12 | -3 | 4 | 13 | -4
CC(C)c1ccc(NC(=O)Cc2c(C(=O)O)n(C)c3ccccc23)cc1 | -8 | -8 | -7 | 9 | -1 | -6 | -14 | -6

Some of these compounds in order of the EBI2 block value, rising.
Structure	CXCR6 block	UBC13 polyUb	CCR6 antag	EBI2 block	Jurkat NFkB inh	APJ antag	697 NFkB inh
Nc1nc(NCC(=O)O)nc(NC2CCCCC2)c1[N+](=O)[O-]	-2	-2	-2	-4	10	1	15
Cc1csc(NC(=O)c2cnccn2)n1	-5	-16	9	-1	-23	4	-10
CC(=O)Nc1cccc(NC(=O)CS(=O)(=O)c2cn(CC(=O)N3CCCC3)c3ccccc23)c1	4	-4	9	3	5	1	7
CC(C)CSc1ncc(-c2cccc(C(F)(F)F)c2)cn1	7	1	18	15	-20	-11	7

The list continues:
SMILES | CXCR6 block | UBC13 polyUb | CCR6 antag | EBI2 block | Jurkat NFkB inh | Gli-Sufu block | APJ antag | 697 NFkB inh
COc1cccc(OCC(=O)Nc2cc(Cl)ccc2Oc2ccccc2)c1 | 6 | 0 | 19 | 38 | -3 | 6 | 4 | -13
CC(=O)N(C(C)=O)c1c(N2CCCC2)c2ccccc2oc1=O | 4 | 15 | 6 | -1 | -8 | 8 | -32 | 5
CC1=C(C(=O)OC(C)C)C(c2ccc(Br)s2)NC(=O)N1 (stereo unspecified) | -1 | -5 | -1 | 1 | 8 | -12 | 9 | 9
O=[N+]([O-])c1cccc(/C(=N/N=C/c2ccccc2Br)C23CN4CN(CN(C4)C2)C3)c1 | -8 | 0 | 6 | -31 | 3 | 5 | -8 | -2
Cc1ccc(S(=O)(=O)Nc2ccc(S(=O)(=O)Nc3nccs3)cc2)c([N+](=O)[O-])c1 | 4 | -14 | 12 | 3 | -13 | 5 | -115 | -10
NC(=O)C[C@@H]1NC(=O)CNC(=O)c2cc([N+](=O)[O-])cc(I)c2NCCC(C(N)=O)NC1=O (stereo partly specified) | -1 | -10 | 7 | 8 | 0 | -1 | 8 | -11
Cc1cc(C)cc(OCC(=O)NNC(=O)c2cc(C)[nH]n2)c1 | -10 | 2 | -4 | -4 | -3 | -13 | -1 | 18
CCCC(=O)Nc1cccc(NC(=O)c2ccc3c(c2)OCO3)c1 | 4 | 0 | -6 | 4 | -14 | -7 | -7 | 10
COc1ccc(NC(=O)CC2C(=O)N(c3ccc(Cl)cc3)C(=S)N2CCc2ccccn2)cc1 (stereo unspecified) | 6 | 17 | 0 | 2 | -10 | 0 | -2 | -12
COc1ccc(CN(C)C(=O)CCl)cc1 | 4 | . | -6 | 0 | . | -9 | . | .
COc1ccc(NC(=O)c2cc(Br)ccc2Cl)c(OC)c1 | -7 | 7 | 7 | -1 | 3 | 6 | 13 | -3
CCN(Cc1ccccc1)C(=O)/C=C/c1ccccc1[N+](=O)[O-] | 2 | . | 9 | 3 | . | -2 | . | .
Cc1ccc(-c2[nH]ncc2C(=O)c2ccccc2C)c(O)c1 | 0 | 6 | -4 | 2 | 0 | -12 | 3 | -1
CCN(C(=O)c1ccco1)c1nnc(-c2cccnc2)s1 | -6 | -6 | 3 | -7 | -28 | -13 | -3 | -95
COc1ccc(CCC(=O)OCC(=O)Nc2ccc3[nH]c(=O)[nH]c3c2)cc1 | 3 | -1 | -2 | 4 | 12 | -3 | 1 | 14
COc1ccc(-c2nc(CS(=O)(=O)CC(=O)NCCCN3CCN(C)CC3)c(C)o2)cc1 | -5 | -7 | -11 | 4 | -14 | 53 | -29 | -61
N#CC(c1nc2ccccc2nc1N1CCCC1)S(=O)(=O)c1ccccc1 (stereo unspecified) | -1 | -26 | -9 | -26 | 10 | -14 | -15 | 24
Cc1ccc(/C=N/NC(=O)Cc2cccn2C)s1 | -9 | -14 | -16 | 36 | -11 | -8 | 2 | 2
Fc1ccc(COc2ccc(Br)cc2CNCC2CCCO2)cc1 (stereo unspecified) | -2 | 11 | 3 | 7 | -9 | 17 | 12 | -10
CCOc1ccc(CNC(=O)C2CCN(S(=O)(=O)N3CCCC3)CC2)cc1OC | 8 | 1 | 13 | -9 | -7 | 10 | 5 | -10

Whole records from above.
CC12C=CC(=O)C=C1CCC1C2C(=O)C[C@@]2(C)C1CCC2(O)C(=O)CO (stereo partly specified) reads CXCR6 block = -2; UBC13 polyUb = 4; CCR6 antag = -1; EBI2 block = -3; Jurkat NFkB inh = 7; Gli-Sufu block = 2; APJ antag = -3; 697 NFkB inh = 17
COCCn1nnnc1C(C(C)C)N(Cc1cccnc1)Cc1ccccc1Cl (stereo unspecified) reads CXCR6 block = 6; UBC13 polyUb = -6; CCR6 antag = 4; EBI2 block = 8; Jurkat NFkB inh = -25; Gli-Sufu block = 6; APJ antag = -23; 697 NFkB inh = -110

The list continues.
SMILES | CXCR6 block | UBC13 polyUb | CCR6 antag | EBI2 block | Jurkat NFkB inh | Gli-Sufu block | APJ antag | 697 NFkB inh
O=C(CCn1c(=O)c2sccc2n(Cc2cc(=O)n3ccccc3n2)c1=O)NCc1ccco1 | -6 | -5 | -17 | 5 | -12 | -3 | -18 | -46
Cc1cc(Cl)ccc1NC(=O)CSc1nnc(Cc2cccs2)n1Cc1ccco1 | 8 | 2 | 20 | 20 | 0 | 7 | -6 | -4
Cn1c(=O)[nH]c2nc[nH]c2c1=O | 1 | -7 | 3 | 1 | 2 | -4 | 18 | -3
O=C(CSc1nnc(-c2ccncc2)n1CC1CCCO1)Nc1nccs1 (stereo unspecified) | 0 | -2 | -2 | -4 | -18 | -1 | 8 | -10
S=c1[nH]nc2ccccn12 | 6 | . | -1 | -15 | . | -5 | . | .
O=C(COC(=O)c1cc(Cl)ccc1O)c1ccc2c(c1)OCO2 | 2 | 17 | 17 | 9 | -3 | -15 | -35 | -40
Cc1ccc(C)c(NC(=O)COC(=O)c2ccc3ccccc3n2)c1 | -1 | -1 | -5 | -3 | -14 | -7 | 4 | 9
COc1ccc(/C=N/NC(=O)c2[nH]ncc2Br)c(OC)c1 | -3 | 5 | -12 | -16 | 11 | -28 | -4 | -24
CSc1nc(S(=O)(=O)c2ccc(C)cc2)c(Cl)s1 | 0 | -7 | 4 | -3 | -6 | 28 | 1 | 0
CCCCc1cc(=O)oc2cc(C)cc(OCC(=O)NCC3CCC(C(=O)O)CC3)c12 (stereo unspecified) | 14 | 14 | 2 | 1 | -13 | 1 | 8 | 19
CCOc1cc(/C=C2/NC(=S)NC2=O)ccc1OCc1ccc([N+](=O)[O-])cc1 | -5 | -15 | 15 | 0 | 2 | -13 | 2 | 19
Cc1nn(C)c(C)c1/C=N/O | -11 | 8 | -15 | -3 | -3 | 4 | -7 | -22
